L3MBTL1 block – blocks human L3MBTL1 | AlphaScreen L3MBTL1–H3K9me1 peptide binding | Potency, µM (series often up to 57.1 µM), for the others: at the highest dose activity, negative = inhibition, actives largely listed as inhibitors | 230,000 compounds, 0.66% hits | AID 485360; active = well fitted inhibition curve with a large enough effect; inconclusive = small, poorly fitted or top-dose-only effect; inactive = no such curve, though single readings can be large or run the other way; note: nearly all actives have a fitted effect of over 60% in size
Target sequence (Q9Y468 whole entry, looked up): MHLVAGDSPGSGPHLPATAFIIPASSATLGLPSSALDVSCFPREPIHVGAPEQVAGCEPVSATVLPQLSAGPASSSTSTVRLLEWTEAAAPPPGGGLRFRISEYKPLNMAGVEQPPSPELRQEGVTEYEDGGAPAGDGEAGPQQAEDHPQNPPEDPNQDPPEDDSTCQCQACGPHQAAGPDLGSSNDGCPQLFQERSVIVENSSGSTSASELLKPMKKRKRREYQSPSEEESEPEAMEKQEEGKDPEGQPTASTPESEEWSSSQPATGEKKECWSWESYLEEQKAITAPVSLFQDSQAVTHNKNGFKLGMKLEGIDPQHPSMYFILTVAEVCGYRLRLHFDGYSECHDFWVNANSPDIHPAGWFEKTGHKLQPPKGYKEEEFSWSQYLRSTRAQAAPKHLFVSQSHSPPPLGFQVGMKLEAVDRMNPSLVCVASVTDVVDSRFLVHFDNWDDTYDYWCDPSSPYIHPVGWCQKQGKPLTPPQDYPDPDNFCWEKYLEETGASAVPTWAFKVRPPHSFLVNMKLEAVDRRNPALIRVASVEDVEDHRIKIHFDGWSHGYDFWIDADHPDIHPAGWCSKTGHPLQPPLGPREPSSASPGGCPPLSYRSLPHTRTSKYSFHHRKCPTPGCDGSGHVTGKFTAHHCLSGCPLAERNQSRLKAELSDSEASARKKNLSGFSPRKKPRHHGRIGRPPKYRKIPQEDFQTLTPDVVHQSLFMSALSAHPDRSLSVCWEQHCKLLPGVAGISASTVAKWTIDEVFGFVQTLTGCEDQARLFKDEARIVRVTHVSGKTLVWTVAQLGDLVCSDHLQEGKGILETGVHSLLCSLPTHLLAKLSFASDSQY
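L3MBTL1 (50 nM) pre-complexed 30 min with biotinylated H3(1-15)K9me1 peptide (75 nM), then compounds added for 30 min at room temperature; AlphaScreen streptavidin donor/nickel chelate acceptor beads (10 ug/mL final) read after 30 min dark incubation.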
Starred values were filed as active, the others as inactive; u = inconclusive; [ ] = dose if it differs, or a comment. % is set by controls: 0 for no effect and ±100 for the full control effect; potency is the fitted concentration of half-maximal effect. Only part of the results is shown. The share of hits here may be higher or lower than overall.

The opening 16 compounds, ahead of the listing:
SMILES | L3MBTL1 block
COC(=O)C1=C(c2ccc(C(C)=O)cc2)C[C@@H]2CC[C@H]1N2C(=O)NCc1ccc(C(F)(F)F)cc1 | -1%
CCN(CC(=O)Nc1ccc(NC(C)=O)cc1)C(=O)CSC(c1ccccc1)c1ccccc1 | -2%
Nc1ccc2ccc3cccc[n+]3c2c1 | 0%
O=C(COC(=O)Cc1ccccc1)Nc1nnc(-c2ccccc2)o1 | -3%
COC(=O)C1=C(c2ccc(F)cc2OCc2ccccc2)C[C@@H]2CC[C@H]1N2C(=O)N1CCOCC1 | -10%
CN1CCN(Cc2cn(C)c3ccccc23)CC1CCO (centres undefined) | 3%
COC(=O)C1=C(c2ccc(F)cc2OCc2ccccc2)C[C@@H]2CC[C@H]1N2C(=O)N1CCCC1 | -1%
COC(=O)C1=C(c2ccc(F)cc2OCc2ccccc2)C[C@@H]2CC[C@H]1N2C(=O)NCCO | 7%
COC(=O)C1=C(c2ccc(OC(F)(F)F)cc2)C[C@@H]2CC[C@H]1N2C(=O)N1CCCCC1 | 6%
COc1ccc(N=Cc2c(O)n(C)c(=O)[nH]c2=O)cc1 | 3%
O=c1c2ccccc2nc(Cc2ccccc2)n1-c1ccccc1 | -2%
COc1ccc(C(=O)C2CCCN(Cc3ccc(F)cc3F)C2)cc1F (centres undefined) | -3%
COC(=O)C1=C(c2cccc(C#N)c2)C[C@@H]2CC[C@H]1N2C(=O)NCc1cc(C)oc1C(F)(F)F | -7%
Cc1ccccc1NC(=O)COC(=O)c1cc(C)n(C2CC2)c1C | -6%
CCOC(=O)C1(CCc2ccccc2)CCN(Cc2ccc(NC(C)=O)cc2)CC1 | 3%
COCCNC(=O)N1[C@H]2CC[C@@H]1C(C(=O)OC)=C(c1ccc(OC(F)(F)F)cc1)C2 | -10%

The whole of this part, previewed entries included:
SMILES | L3MBTL1 block
COC(=O)C1=C(c2ccc(C(C)=O)cc2)C[C@@H]2CC[C@H]1N2C(=O)NCc1ccc(C(F)(F)F)cc1 | -1%
CCN(CC(=O)Nc1ccc(NC(C)=O)cc1)C(=O)CSC(c1ccccc1)c1ccccc1 | -2%
Nc1ccc2ccc3cccc[n+]3c2c1 | 0%
O=C(COC(=O)Cc1ccccc1)Nc1nnc(-c2ccccc2)o1 | -3%
COC(=O)C1=C(c2ccc(F)cc2OCc2ccccc2)C[C@@H]2CC[C@H]1N2C(=O)N1CCOCC1 | -10%
CN1CCN(Cc2cn(C)c3ccccc23)CC1CCO (centres undefined) | 3%
COC(=O)C1=C(c2ccc(F)cc2OCc2ccccc2)C[C@@H]2CC[C@H]1N2C(=O)N1CCCC1 | -1%
COC(=O)C1=C(c2ccc(F)cc2OCc2ccccc2)C[C@@H]2CC[C@H]1N2C(=O)NCCO | 7%
COC(=O)C1=C(c2ccc(OC(F)(F)F)cc2)C[C@@H]2CC[C@H]1N2C(=O)N1CCCCC1 | 6%
COc1ccc(N=Cc2c(O)n(C)c(=O)[nH]c2=O)cc1 | 3%
O=c1c2ccccc2nc(Cc2ccccc2)n1-c1ccccc1 | -2%
COc1ccc(C(=O)C2CCCN(Cc3ccc(F)cc3F)C2)cc1F (centres undefined) | -3%
COC(=O)C1=C(c2cccc(C#N)c2)C[C@@H]2CC[C@H]1N2C(=O)NCc1cc(C)oc1C(F)(F)F | -7%
Cc1ccccc1NC(=O)COC(=O)c1cc(C)n(C2CC2)c1C | -6%
CCOC(=O)C1(CCc2ccccc2)CCN(Cc2ccc(NC(C)=O)cc2)CC1 | 3%
COCCNC(=O)N1[C@H]2CC[C@@H]1C(C(=O)OC)=C(c1ccc(OC(F)(F)F)cc1)C2 | -10%
COC(=O)C1=C(c2cccc(C#N)c2)C[C@@H]2CC[C@H]1N2C(=O)NCc1cccc2ccccc12 | -8%
CN1CC[C@]23c4c5ccc(O)c4OC2[C@H](O)C=CC3[C@H]1C5 (some centres undefined) | 0%
CC(=Nc1ccccc1N)c1c(O)n(C)c(=O)[nH]c1=O | -6%
N#Cc1ccccc1OCC(=O)N1CCN(CC(=O)Nc2ccc(F)cc2)CC1 | 7%
Cc1cc(C(=O)OCC(=O)Nc2ccc(F)cc2)c(C)n1C1CC1 | -9%
CCc1ccc(N2C(=O)CC(=O)NC2=O)cc1 | 0%
Cc1cccc(CNCCc2c[nH]c3ccccc23)c1 | -4%
COc1ccc(NC(=O)c2cn(CCC#N)nc2-c2ccc(OC)c(OC)c2)cc1 | -2%
COC(=O)C1=C(c2ccc(F)cc2OCc2ccccc2)C[C@@H]2CC[C@H]1N2C(=O)NCc1ccccc1Cl | -9%
NC(=O)c1ccsc1NC(=O)COC(=O)Cc1ccccc1 | 5%
CC(C)(C)C(=O)O[C@H]1CC[C@@]2(C)C(=CC(=O)C3C2CC[C@]2(C)C(=O)[C@H](O)CC32)C1 (some centres undefined) | 0%
O=[N+]([O-])c1ccc(C[n+]2c(-c3ccccc3)cc(-c3ccccc3)cc2-c2ccccc2)cc1 | -2%
COC(=O)C1=C(c2ccc(F)cc2F)C[C@@H]2CC[C@H]1N2C(=O)N1CCC(O)CC1 | -5%
CCOC(=O)c1ccc(-[n+]2c(-c3ccccc3)cc(-c3ccccc3)cc2-c2ccccc2)cc1 | 5%

As a working copy, 2 of the compounds above:
SMILES | L3MBTL1 block
COC(=O)C1=C(c2ccc(C(C)=O)cc2)C[C@@H]2CC[C@H]1N2C(=O)NCc1ccc(C(F)(F)F)cc1 | -1%
CCN(CC(=O)Nc1ccc(NC(C)=O)cc1)C(=O)CSC(c1ccccc1)c1ccccc1 | -2%

More records follow:
SMILES | L3MBTL1 block
CC(=O)O[C@@H]1CC[C@]2(C)C3CC[C@]4(C)C(=O)[C@H](O)CC4C3[C@@H](OC(C)=O)C[C@H]2C1 (some centres undefined) | -6%
COc1cc(OC)cc(C(=O)NC(=S)N2C[C@H]3C[C@H](C2)c2cccc(=O)n2C3)c1 | -2%
COC(=O)C1=C(c2ccc(F)cc2OCc2ccccc2)C[C@@H]2CC[C@H]1N2C(=O)NCCN1CCOCC1 | -2%
COC(=O)C1=C(c2ccc(OC)c(OC)c2)C[C@@H]2CC[C@H]1N2C(=O)N1CCc2cc(OC)c(OC)cc2C1 | 3%
COC(=O)C1=C(c2cccc(OCc3ccccc3)c2)C[C@@H]2CC[C@H]1N2C(=O)NCc1ccc2[nH]ccc2c1 | -10%
CC1CC(C)CN(C(=O)COC(=O)c2cn(C)c3ccccc23)C1 (centres undefined) | -3%
COC(=O)C1=C(c2ccc(F)cc2F)C[C@@H]2CC[C@H]1N2C(=O)N1CCCC1 | 9%
COc1ccc(NC(=O)c2cn(CCC#N)nc2-c2cccc(Br)c2)cc1 | -7%
COc1ccc(-[n+]2c(-c3ccccc3)cc(-c3ccc(C)cc3)cc2-c2ccccc2)cc1 | 0%
COC(=O)C1=C(c2ccc(F)cc2F)C[C@@H]2CC[C@H]1N2C(=O)N1CCC(C)CC1 | 3%
COC(=O)C1=C(c2cccc(OCc3ccccc3)c2)C[C@@H]2CC[C@H]1N2C(=O)NCc1ccc(N(C)C)cc1 | u
C[C@]12CC[C@@H](O)CC1=CCC1C2CC[C@]2(C)C(=O)[C@H](F)CC12 (some centres undefined) | 5%
COC(=O)C1=C(c2ccccc2OCc2ccccc2)C[C@@H]2CC[C@H]1N2C(=O)NCc1cccc(F)c1 | 1%
Cc1ccc2[nH]c3c(c2c1)CN(C(=O)CN1C[C@H]2C[C@@H](C1)c1cccc(=O)n1C2)CC3 | 2%
COc1ccc(CCNC2CCCCCC2)cc1 | 7%
N#CC(C#N)=C(C#N)c1ccc(Nc2ccccc2)cc1 | 7%[2.29 µM]
C=C(C)C(Cc1c(OC)ccc(C(=O)/C=C/c2ccc(O)cc2)c1O)OO (centres undefined) | -13%
N#Cc1ccc(Cn2cc(C=O)c3ccccc32)cc1 | 4%[2.29 µM]
CCC(c1ccc(C)cc1)N1C(=O)C2C3CCC(O3)C2C1=O (centres undefined) | 1%
COC(=O)C1=C(c2c(C)noc2C)C[C@@H]2CC[C@H]1N2C(=O)NCCOc1ccccc1 | 5%
O=C1NC(=S)NC(=O)C1=Cc1ccc(Br)s1 | -6%
COC(=O)C1=C(c2ccc(C(C)=O)cc2)C[C@@H]2CC[C@H]1N2C(=O)NCc1ccco1 | -10%
COC(=O)C1=C(c2ccccc2)C[C@@H]2CC[C@H]1N2C | 2%
Cc1cc(O)c2c3c(c(=O)oc2c1)CCC(C)C3 (centres undefined) | 2%
O=S(=O)(c1ccccc1)N1CCN2CCCC2C1 (centres undefined) | 3%
COC(=O)C1=C(c2ccc(F)cc2F)C[C@@H]2CC[C@H]1N2C(=O)NCCOc1ccccc1Cl | -2%
COC(=O)C1=C(c2ccc3ccccc3c2)C[C@@H]2CC[C@H]1N2C(=O)NCc1ccc(F)cc1 | -4%
CCOc1ccc(CN2CCCC(C(=O)c3ccccc3OC)C2)cc1 (centres undefined) | 37%[activator]
COC(=O)C1C(O)CC2CCC1N2C (centres undefined) | 5%
COc1ccc(-n2c(CNCCc3ccc(C)cc3)nc3ccccc3c2=O)cc1 | -7%

CCN(CC)C(=O)c1ccc(NC(=O)c2c(C)noc2C)cc1
  L3MBTL1 block: -1%
C=CCC1([C@@H](C)CCC)C(=O)NC(=O)NC1=O
  L3MBTL1 block: 3%
COc1ccc(-c2nn(CCC#N)cc2C(=O)Nc2ccccc2Cl)cc1
  L3MBTL1 block: -1%
Cc1cc(C(C#N)c2ccc(Cl)cc2)c(Cl)cc1NC(=O)c1cc(I)cc(I)c1O (centres undefined)
  L3MBTL1 block: u
CCN(CC)C(=O)COc1cc(C)cc2oc(=O)c3c(c12)CCCC3
  L3MBTL1 block: 5%
Cc1nc2ccccc2c(=O)n1-c1cc([N+](=O)[O-])cc([N+](=O)[O-])c1
  L3MBTL1 block: 1%
C[C@]12CCC(=O)C=C1C=C[C@@H]1[C@@H]2CC[C@@]2(C)[C@H]1CC[C@@]2(O)CCC(=O)O
  L3MBTL1 block: -3%
CC(=O)[C@@]1(O)CCC2C3CC=C4C[C@@H](O)CC[C@]4(C)C3CC[C@@]21C (some centres undefined)
  L3MBTL1 block: -1%
C[C@]12CCC3C(CC[C@H]4C[C@@H](O)CC[C@]34C)C1C[C@@H](O)C2=O (some centres undefined)
  L3MBTL1 block: -2%
O=C(Cc1ccccc1)N1CCN(Cc2cccc(Cl)c2)CC1
  L3MBTL1 block: 21%[2.29 µM]
O=C(CCC(=O)N1CC2C[C@@H](C1)Cn1c2cccc1=O)NCCc1ccccc1F
  L3MBTL1 block: -4%
Cn1cc(C(=O)OCC(=O)NC2CCCCC2)c2ccccc21
  L3MBTL1 block: 1%
C[C@]12CCC3C(CC[C@@H]4CC(=O)CC[C@]34C)C1CC[C@@H]2O (some centres undefined)
  L3MBTL1 block: 4%
C[C@]12CC[C@H](N)CC1=CCC1C2CC[C@@]2(C)C1CC[C@@H]2O (some centres undefined)
  L3MBTL1 block: 32%[activator]
CCN(C(=O)COC(=O)C(O)(c1ccccc1)c1ccccc1)c1c(N)n(Cc2ccccc2)c(=O)[nH]c1=O
  L3MBTL1 block: 6%
c1ccc(CC2CCCCN2)cc1 (centres undefined)
  L3MBTL1 block: 7%
COC(=O)C1=C(c2ccccc2OCc2ccccc2)C[C@@H]2CC[C@H]1N2C(=O)NCc1ccc(C(F)(F)F)cc1
  L3MBTL1 block: -1%
CC(=O)O[C@H]1[C@H]2O[C@]23[C@@H]2CC[C@]4(O)C[C@@H](O)CC[C@]4(C)C2CC[C@]3(C)[C@H]1c1ccc(=O)oc1 (some centres undefined)
  L3MBTL1 block: 8%
O=C1COc2ccc(C(=O)COC(=O)Cc3ccccc3)cc2N1
  L3MBTL1 block: 3%
Cc1cccc(NC(=O)[C@@H](NC(=O)N2C[C@H]3C[C@@H](C2)c2cccc(=O)n2C3)C(C)C)c1
  L3MBTL1 block: 41%[activator]
COc1ccccc1-n1c(/C=C/c2ccc(O)cc2)nc2ccccc2c1=O
  L3MBTL1 block: 1%
COc1ccccc1N1CCN(Cc2ccc(Br)cc2)CC1
  L3MBTL1 block: 1%[2.29 µM]
C=C1C(O)[C@@H]2O[C@]3(CC[C@H](/C=C/C(C)[C@@H]4CC(C)=CC5(O[C@H](C[C@@](C)(O)C(=O)O)CCC5O)O4)O3)CC[C@H]2O[C@@H]1C(O)CC(C)[C@H]1OC2(CCCCO2)CCC1C (some centres undefined)
  L3MBTL1 block: 4%
CCCN1CCC[C@@H](c2cccc(O)c2)C1
  L3MBTL1 block: 7%
C[C@]12CCC3[C@@H](CC[C@@H]4C[C@H](O)CC[C@]34C)[C@@H]1CCC2=O (some centres undefined)
  L3MBTL1 block: -2%

C[C@H]1[C@@H](c2ccccc2)O[C@@H](c2ccccc2Br)N1C
  L3MBTL1 block: 7%
COc1ccccc1N1CCN(Cc2cccc(Br)c2)CC1
  L3MBTL1 block: -8%
COC(=O)C1=C(c2c(C)noc2C)C[C@@H]2CC[C@H]1N2C(=O)NCc1ccc(C(F)(F)F)cc1
  L3MBTL1 block: -2%
CCCCCn1c(=O)c(C(=O)Nc2cccc(C)n2)c(O)c2ccccc21
  L3MBTL1 block: 11%
COC(=O)C1=C(c2ccc(F)cc2OCc2ccccc2)C[C@@H]2CC[C@H]1N2C(=O)NCCOc1ccccc1Cl
  L3MBTL1 block: -3%
CC[C@H]1C2C[C@H]3[C@@H]4N(C)c5ccccc5C45C[C@H](C2[C@H]5O)N3[C@@H]1O (some centres undefined)
  L3MBTL1 block: 0%
CN1CCN(Cc2c(F)cccc2Cl)CC1
  L3MBTL1 block: -7%
Cc1nccc2c1[nH]c1ccc(Br)cc12
  L3MBTL1 block: -10%
COc1ccc2[nH]c(C)c(CCNCc3cc(OC)c4c(c3)OCO4)c2c1
  L3MBTL1 block: -6%
COC(=O)C1=C(c2cccc(OCc3ccccc3)c2)C[C@@H]2CC[C@H]1N2C(=O)NCCOc1ccccc1
  L3MBTL1 block: -6%
